# LAP4 TOR yeast: yeast TOR pathway LAP4-GFP modulation. GFP response vs DMSO, % at 10 µM. AID 2023. S. cerevisiae LAP4-GFP multiplex, flow cytometry GFP, 3 h; median GFP as percent of DMSO wells. 0.34% of 320,000 active;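 active = GFP response vs DMSO above a set limit, about the screen mean plus 3 SD, cut at about 150% in these data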
# procasp7 counter: activates human procaspase-7, counter-screen for procaspase-3 activators; P55210; activation, % at 8.5 µM; recombinant procaspase-7, Ac-DEVD-pNA absorbance 405 nm; D23A/D198A/D206A triple mutant, cannot self-cleave; scale: DMSO 0, 5 µM enzyme 100; 0.093% of 330,000 active;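 active = percent activation above the screen-wide mean plus 3 SD, cut at about 25% in these data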
# Target sequence (P55210 whole entry D23A/D198A/D206A): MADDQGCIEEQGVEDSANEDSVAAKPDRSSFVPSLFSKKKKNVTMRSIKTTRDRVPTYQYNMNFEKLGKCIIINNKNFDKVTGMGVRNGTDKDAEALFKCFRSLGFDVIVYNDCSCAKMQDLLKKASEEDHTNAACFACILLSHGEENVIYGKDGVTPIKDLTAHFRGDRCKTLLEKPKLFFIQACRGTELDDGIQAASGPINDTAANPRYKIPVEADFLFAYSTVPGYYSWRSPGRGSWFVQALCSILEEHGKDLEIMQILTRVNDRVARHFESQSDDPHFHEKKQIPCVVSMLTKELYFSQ
#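 System: Uncleavable procaspase-7 mutant enzyme; Amount: 2 µM procaspase-7 mutant as dispensed; Schedule: 1 h compound preincubation, 2 h substrate cleavage, 25 °C; Measured by: 405 nm absorbance of p-nitroaniline; Evaluation: percent activation from buffer-corrected 0–120 min absorbance change; Control set: low DMSO alone, high DMSO plus 5 µM PC-7.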
# MEP2 TOR yeast: yeast TOR pathway MEP2-GFP modulation; S. cerevisiae MEP2-GFP strain, flow cytometry GFP, 3 h; 100% = DMSO control level; GFP response vs DMSO, % at 10 µM; 0.51% of 330,000 active; AID 2016;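 active = GFP response versus DMSO above a set limit, roughly screen mean plus 3 SD, cut at about 180% in these data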;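 note: median GFP fluorescence of the barcode-gated MEP2-GFP cells per well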
# proCasp3 act: procaspase-3 (human) activation; recombinant procaspase-3 D3A, Ac-DEVD-pNA absorbance 405 nm; activation, % at 8.5 µM; 0.11% of 330,000 active;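 active = activation above the mean of all tested compounds plus 3 SD, cut at about 21% in these data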;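 note: 0% = DMSO alone and 100% = DMSO wells spiked with extra 5 µM PC-3 D3A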
# Target sequence (P42574 whole entry D9A/D28A/D175A): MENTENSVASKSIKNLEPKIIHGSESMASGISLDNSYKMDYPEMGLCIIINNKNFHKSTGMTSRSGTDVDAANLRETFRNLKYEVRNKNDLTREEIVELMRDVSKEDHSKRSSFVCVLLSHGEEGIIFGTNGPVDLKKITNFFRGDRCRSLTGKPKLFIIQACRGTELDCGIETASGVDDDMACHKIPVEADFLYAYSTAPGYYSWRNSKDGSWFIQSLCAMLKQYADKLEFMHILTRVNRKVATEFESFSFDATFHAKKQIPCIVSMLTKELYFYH
#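 System: Procaspase-3 D3A mutant. Medium: Zinc-free 300 mM NaCl, 50 mM HEPES, 0.01% Triton X-100. Schedule: 1 h preincubation plus 2 h reaction at 25 °C. Measured by: 405 nm absorbance of p-nitroaniline, reads at 0 and 120 min. Read-out: percent activation relative to control range.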
# GASC-1 inh: inhibitors of human GASC-1 (JMJD2C) demethylase | GST-JMJD2C(1-420) H3K9me3 demethylation, DELFIA europium | inhibition, % at 2.35 µM | 0.069% of 330,000 active;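 active = more than half of a compound's replicate wells show inhibition beyond 50%, single wells judged on their own value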;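 note: signal counts dimethyl H3K9 product captured on neutravidin plate; 0% = median of DMSO wells and 100% = 0.3 times that DMSO median; strong numbers were not always called active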
# Target sequence (Q9H3R0 1-420 limits assumed): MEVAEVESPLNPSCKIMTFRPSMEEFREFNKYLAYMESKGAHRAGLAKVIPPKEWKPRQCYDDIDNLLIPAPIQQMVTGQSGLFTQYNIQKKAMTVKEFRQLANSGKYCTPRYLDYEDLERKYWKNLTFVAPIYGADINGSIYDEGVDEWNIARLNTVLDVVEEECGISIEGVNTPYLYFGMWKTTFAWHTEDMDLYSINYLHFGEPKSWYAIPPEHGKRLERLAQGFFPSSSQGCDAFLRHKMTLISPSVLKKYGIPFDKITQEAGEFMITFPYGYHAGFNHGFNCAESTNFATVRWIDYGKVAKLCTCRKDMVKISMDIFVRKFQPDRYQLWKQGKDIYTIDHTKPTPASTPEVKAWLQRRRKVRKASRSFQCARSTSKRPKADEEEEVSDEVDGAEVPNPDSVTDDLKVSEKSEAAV
# AHR activator: activators of human aryl hydrocarbon receptor | P35869 | AHR-responsive luciferase reporter cells, luminescence | 2.5% of 320,000 active | AID 2796 | activation, % at 5 µM; in the data active = activation above about 47%;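 note: 0% = vehicle wells and 100% = reference agonist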
# CR mimetic SO: lowers age-related superoxide in aged yeast cells | S. cerevisiae aged cells, superoxide DHE fluorescence; active compounds read low | superoxide response (% of plate mean), % at 10 µM | 0.18% of 330,000 active | AID 2690;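 active = superoxide response under a set limit, about three screen SD below normal, cut at about 65% in these data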;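 note: yeast aged for seven days with compound at 30 °C before DHE staining; 100% = average MFI of all compound-treated wells on the plate with controls excluded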
# RPL19A TOR yeast: alters RPL19A-GFP fluorescence in TOR pathway yeast screen; S. cerevisiae RPL19A-GFP strain, flow cytometry, 3 h; active compounds read low; percent response vs DMSO, % at 10 µM; 0.3% of 330,000 active; AID 2025;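 active = percent response vs DMSO below 50%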;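 note: median channel GFP fluorescence of the barcoded RPL19A-GFP strain; ratio of sample median GFP to plate DMSO average so 100% = DMSO; lower means less RPL19A-GFP as with rapamycin TOR inhibition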
# * marks the source's active call; other numbers are inactive results; · = not tested or not shown; & = joins results of further samples; [ ] = remark or other dose.
SMILES,LAP4 TOR yeast,procasp7 counter,MEP2 TOR yeast,proCasp3 act,GASC-1 inh,AHR activator,CR mimetic SO,RPL19A TOR yeast
COc1ccc(NC(=O)/C(C#N)=C\C=C\c2ccco2)cc1,102.1,-0.4,99.2,-18.7,-0.2,-4.0,85.3,99.1
C/C(CC(=O)NCCc1ccccc1)=N\NC(=O)COc1ccc(Br)cc1,99.2,9.7,105.8,3.1,-17.1,6.9,99.5,104.7
CNC(=O)c1nnc(Cc2ccc(Cl)cc2)o1,106.9,0.9,107.3,-3.6,6.4,-2.1,88.6,100.2
CC(=O)C(Sc1nc(NC(C)(C)C)nc(N(C)C)n1)C(C)=O,97.9,0.0,100.5,9.1,2.0,9.8,94.0,98.5
Cc1ccc(CS(=O)Cc2ccc(C(=O)NC3CCCC(C)C3C)o2)cc1 (stereo not drawn),95.2,-0.4,96.8,-3.5,10.8,1.2,95.3,98.6
CNS(=O)(=O)c1cccc(C(=O)OCC(=O)N(CCC#N)c2ccccc2)c1,98.2,-0.8,101.5,12.0,·,5.1,104.8,97.2
CCOC(=O)Cc1csc(NC(=O)COc2ccc3c(C)cc(=O)oc3c2)n1,93.7,8.3,92.5,-3.4,-4.5,59.9*,103.3,95.5
CC(=O)N1CCN(c2ccccc2NC(=O)c2cc(Br)ccc2Cl)CC1,114.4,-2.9,117.0,4.8,-6.5,20.4,109.7,106.3
CCOc1ccc(NC(=O)N(CCN(C)C)C(C)c2ccncc2)cc1 (stereo not drawn),101.9,3.6,94.3,-1.5,10.5,1.4,97.0,95.6
COC(c1ccccc1)c1nnc(CCC(=O)NCCc2ccc(Cl)cc2)o1 (stereo not drawn),90.8,3.0,102.8,-0.5,-3.6,-1.4,107.8,103.9
CC1CN(CCOc2ccc(Cl)cc2Cl)CC(C)O1 (stereo not drawn),87.3,-2.6,95.7,0.9,0.8,-0.1,105.5,96.9
CC(CNC(=O)c1ccccc1Cl)NC(=O)c1ccccc1Cl (stereo not drawn),109.1,4.3,103.4,-0.4,12.7,-1.5,93.3,101.5
O=C(Nc1ccc2[nH]ncc2c1)c1ccccc1Cl,96.5,-16.7,106.8,8.8,-31.1,10.6,106.1,101.7
C/C(=N\Nc1ncc(Cl)cc1Cl)c1ccc(S(=O)(=O)NCc2ccco2)cc1,110.4,-13.8,121.7,-5.8,5.4,29.9,95.2,109.9
C#CCN1C(=O)C2C(C(=O)NC)C3C=CC2(O3)C1C(=O)NCc1ccc(OC)cc1 (stereo not drawn),100.7,4.0,99.8,-5.2,41.1&-3.7,2.2,110.3,103.9
Cc1ccc(-c2nc3ccccc3o2)cc1NC(=O)c1ccc2c(c1)OCO2,100.3,8.7,97.6,-0.5,7.4,12.4,98.2,99.5
CNC(=S)N(Cc1ccccc1)Cc1cccnc1,103.9,6.3,97.6,4.5,-2.5,-0.9,102.1,95.0
O=c1ncn(-c2cccc(Cl)c2)c2ccccc12,107.0,4.6,106.5,3.0,6.7,-0.3,120.1,97.9
Cc1cc(C)n(-c2ccc([N+](=O)[O-])cc2)n1,93.3,4.5,100.4,-3.1,4.6,-3.1,100.1,102.8
CN(C(=O)Cn1cc(C(F)(F)F)cc(Cl)c1=O)C1CCS(=O)(=O)C1 (stereo not drawn),92.8,3.8,93.0,-11.2,-2.6,-2.3,99.5,93.1
Cc1cc(S(=O)(=O)NCCCN2CCOCC2)c(C)cc1Cl,65.1,·,93.8,·,1.7,·,86.5,104.0
CCN(C#N)c1nc(NC(C)C)nc(NC(C)(C)C)n1,107.1,4.4,103.3,-5.4,12.2,-0.7,99.0,105.0
CCN(CC)CCCOC(=O)c1ccc(OC)cc1O,102.1,2.6,102.5,-1.4,-5.7,3.4,96.7,91.0
COc1cc(/C=N/NC(=O)c2cccnc2)ccc1OS(=O)(=O)c1ccc(C)cc1,108.5,-4.4,118.7,0.9,0.7,8.9,93.5,114.7
CCCC(=O)Nc1cc(C(=O)N(C)CC(OC)OC)ccc1S(=O)(=O)c1ccc(C)cc1,82.6,-8.1,96.1,-4.9,3.7,1.0,92.8,96.6
CNS(=O)(=O)c1cn(CC(=O)NCc2ccc(N(C)C)cc2)cc1S(=O)(=O)NC,91.8,5.2,108.2,-3.7,-14.2,18.2,85.8,101.8
CCOC(=O)C1CCN(C(=O)c2ccco2)CC1,91.6,-5.1,97.1,-8.8,0.7,3.6,104.8,101.1
Cc1cc(C(=O)NCC2COc3ccccc3O2)c2ccccc2n1 (stereo not drawn),109.4,3.0,108.7,0.4,-5.3,5.8,107.6,100.7
O=C/C(=C\Nc1ccccn1)c1nc2ccccc2o1,99.2,-15.5,98.6,-9.7,6.9,21.3,109.3,100.1
CCOC(=O)c1nn(-c2ccccc2)c(C)c1C(C)=O,103.4,0.2,99.5,0.5,-2.7,2.8,83.5,103.7

# An excerpt of these results, with each value named.
O=C/C(=C\Nc1ccccn1)c1nc2ccccc2o1
  LAP4 TOR yeast: 99.2; procasp7 counter: -15.5; MEP2 TOR yeast: 98.6; proCasp3 act: -9.7; GASC-1 inh: 6.9; AHR activator: 21.3; CR mimetic SO: 109.3; RPL19A TOR yeast: 100.1
CCOC(=O)c1nn(-c2ccccc2)c(C)c1C(C)=O
  LAP4 TOR yeast: 103.4; procasp7 counter: 0.2; MEP2 TOR yeast: 99.5; proCasp3 act: 0.5; GASC-1 inh: -2.7; AHR activator: 2.8; CR mimetic SO: 83.5; RPL19A TOR yeast: 103.7

# Continuation.
SMILES,LAP4 TOR yeast,procasp7 counter,MEP2 TOR yeast,proCasp3 act,GASC-1 inh,AHR activator,CR mimetic SO,RPL19A TOR yeast
CCOC(=O)N1CCC(NC(=O)CCC(=O)N2CCOc3ccccc32)CC1,110.7,3.5,105.6,-9.6,10.8,-0.4,93.8,105.2
NC(=O)c1ccc(C23CC4CC(CC(C4)C2)C3)o1,96.1,2.0,95.7,5.2,-1.8,4.4,122.2,100.7
Cc1c(Cl)c(=O)n2c(=O)c(Cl)c(C)n12,97.6,0.3,106.7,3.2,0.6,-2.5,113.7,102.7
CC(=O)Nc1ccc(S(=O)(=O)Nc2nc(C)nc3sc(C)c(C)c23)cc1,93.9,-2.7,93.0,-1.0,-4.1,10.2,114.3,92.3
CC(C)Sc1nc(N2CCOCC2)c2c3c(sc2n1)COC(C)(C)C3,98.9,0.7,97.3,-8.6,-4.9,-1.8,96.9,95.1
O=C(COc1ccccc1)Nc1sc2c(c1C(=O)NCc1cccnc1)CCCC2,95.7,4.5,104.3,2.9,0.7,5.1,89.7,97.6
COc1ccc(C(=O)N[C@H](C(=O)OCc2cc(=O)oc3cc(C)ccc23)C(C)C)cc1,86.8,1.2,97.7,10.9,-6.3,-1.8,92.6,100.9
O=C(COC(=O)CNC(=O)c1ccc2c(c1)OCO2)Nc1ncc(Cl)cc1Cl,99.2,6.4,101.0,3.9,-13.2,0.5,103.8,98.6
CC(C)c1ccc2c(c1)C(N1CCN(C)CC1)Cc1cccnc1S2 (stereo not drawn),111.3,-3.4,94.0,1.4,7.0,1.3,97.8,93.6
CC(O)CN(Cc1ccc(Cl)cc1)CC(C)O (stereo not drawn),90.7,-10.1,99.5,-1.2,-2.7,2.3,110.4,98.2
NC(=O)C1CCN(C(=O)/C(=C/c2ccco2)NC(=O)c2ccccc2)CC1,86.9[may fluoresce violet],-3.2,215.1*[may fluoresce violet],7.0,15.7,2.6,126.0,69.6[may fluoresce violet]
O=C(Nc1ccccc1)OCC1CCCN2CCCCC12 (stereo not drawn),86.2,8.1,97.4,2.0,23.3,3.4,109.7,94.1
CSCCC(NS(=O)(=O)c1ccccc1F)C(=O)NCCCn1nc(C)cc1C (stereo not drawn),100.1,2.9,96.0,6.3,0.6,-2.0,89.4,96.6
CC(C)CC(=O)C(=O)O,106.1&120.0,5.7&1.9,93.0&95.5,6.5&6.5,·,0.2&12.1,94.1&89.8,90.8&93.5
COc1ccc(Cl)cc1NC(=O)C1CC(c2c(F)cccc2Cl)=NO1 (stereo not drawn),101.3,0.4,108.8,2.9,1.2,0.9,95.7,109.6
O=C(NCCc1ccco1)C(=O)NCC1OCCCN1S(=O)(=O)c1ccc(Cl)cc1 (stereo not drawn),99.0[may fluoresce green],5.1,104.9[may fluoresce green],-4.6,-0.4,1.3,100.5,99.0[may fluoresce green]
COc1ccc(S(N)(=O)=O)cc1C(=O)OCC(=O)Nc1sccc1C#N,99.7,-5.4,106.8,-3.4,3.1,7.9,118.8,94.3
NC(=O)CSc1cn(Cc2cccc(F)c2)c2ccccc12,108.8,13.6,92.5,-2.4,-3.7,0.2,126.1,101.5
CC(=O)c1ccc(Oc2cc(C)nc(-n3nc(C)cc3C)n2)cc1,107.7,-4.5,102.7,-3.7,3.3,7.8,97.5,94.5
Cc1ccc(CN2CCC(Oc3ccc(C(=O)NCc4ccccn4)cc3)CC2)o1,99.3,5.7,102.3,-2.8,-5.4,-1.0,101.8,99.3
COc1ccc(C2C(C#N)=C(N)OC3=C2C(=O)CCC3)c(OC)c1OC (stereo not drawn),100.1,-13.8,109.1,-8.7,15.5,10.8,96.1,102.3
CCOc1ccc(C(=O)C(CN2CCOCC2)c2ccccc2)cc1 (stereo not drawn),62.0[may fluoresce violet],-6.4,140.9[may fluoresce violet],-13.6,-12.5,3.1,100.5,50.9[may fluoresce violet]
O=c1[nH]c(CCl)nc2cc(-c3ccc(Cl)cc3)sc12,163.0*,-6.0,90.7,-4.7,6.5,-3.1,100.0,56.1
CCCCNC(=O)c1ccccc1NS(=O)(=O)c1ccc2c(c1)OCCO2,95.9,-5.1,104.3,4.2,-3.9,-1.4,108.6,100.6
O=C(Cc1c[nH]c2ccccc12)NNC(=O)c1ccccc1,101.6,6.4,105.0,-2.9,5.6,11.6,118.1,103.1
C=C(C)C1CC=C(CN2CCN(Cc3ccccc3)CC2)CC1 (stereo not drawn),95.0,-14.1,107.7,0.7,18.2,-0.5,90.0,101.9
CCOC(=O)/C=C(C)\C=C\c1c[nH]c2ccccc12,115.0,1.7,101.7,-0.1,11.4,53.1*,82.0,99.4
CC(C)CC(NC(N)=O)C(=O)Nc1cccc([N+](=O)[O-])c1 (stereo not drawn),93.8,1.4,95.6,-0.6,5.1,0.0,96.9,93.0
Cc1ccc(Cl)c(OC(=O)c2nn(C(C)C)c(=O)c3ccccc23)c1,88.3,11.1,96.7,-6.8,-41.6,-1.1,94.6,99.0
Cc1ccc(OCC(=O)NCCNC(=O)c2ccncc2)cc1C,94.2,-6.2,101.6,-4.6,-43.8,14.6,102.3,108.3
Cc1nn(CC(=O)NCc2ccco2)c(C)c1[N+](=O)[O-],109.5,4.2,101.8,5.3,-6.3,1.6,76.0,100.4
N#Cc1cc(S(=O)(=O)c2ccccc2)c(N)[nH]c1=O,100.1,25.4,99.7,20.7,7.7,10.4,97.1,100.1
COC(=O)/C(=C/c1c[nH]c2ccccc12)[N+](=O)[O-],177.9*,-18.3,87.5,-12.7,0.9,16.8,85.3,85.4
O=C(/C=C/c1ccccc1F)N1CCN(c2ccccn2)CC1,92.9,1.9,110.8,3.1,1.0,7.3,96.7,105.7

# Bioassay records as filed in PubChem BioAssay.
